Compound activity: PubChem, several laboratories
TWEAK Fn14 block: blocks TWEAK-Fn14 interaction in a reporter cell assay | 360,000 tested, 2% active | inhibition, % at 10 µM | TWEAK-stimulated Fn14 reporter cells, luciferase luminescence, 8 h; in the data active = inhibition above about 50%
NR2E3 ag-1: activates human photoreceptor nuclear receptor NR2E3; AID 2300; GST-NR2E3/biotin-RetCOR TR-FRET, 1536-well; 320,000 tested, 0.12% active; inhibition of corepressor binding, % at 4.78 µM;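 active = percent inhibition above the cutoff of mean plus 3 SD of all tested compounds, set per screening campaign, cut at about 20% in these data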;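 also: 0% = DMSO wells and 100% = biotin wells as full block of FRET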
Target sequence (Q9Y5X4 whole entry, looked up): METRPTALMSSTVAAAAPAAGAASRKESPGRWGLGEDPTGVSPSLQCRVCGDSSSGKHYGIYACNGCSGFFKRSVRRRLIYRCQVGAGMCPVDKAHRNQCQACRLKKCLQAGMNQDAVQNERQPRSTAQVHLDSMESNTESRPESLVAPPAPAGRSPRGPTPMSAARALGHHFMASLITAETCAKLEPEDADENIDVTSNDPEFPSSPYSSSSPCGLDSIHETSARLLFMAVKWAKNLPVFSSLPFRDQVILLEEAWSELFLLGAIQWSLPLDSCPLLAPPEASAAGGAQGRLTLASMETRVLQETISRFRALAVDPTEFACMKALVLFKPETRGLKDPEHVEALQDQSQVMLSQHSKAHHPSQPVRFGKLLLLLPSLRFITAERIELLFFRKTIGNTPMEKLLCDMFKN
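Test system: GST-NR2E3 and biotin-RetCOR proteins | Quantity: 1.35 nM GST-tagged NR2E3 final | Medium: Tris pH 7.5 | Also added: 7 nM biotin-RetCOR | Dosing: Compound at 4.8 µM, single dose | Timing: 5 h at 4 °C | Detection: Time-resolved FRET | Read-out basis: Percent inhibition | Benchmarks: Biotin wells as high control, 0.6% DMSO wells as low control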
TRPM1 prom inh: MITF TRPM1 promoter inhibition in SK-MEL-5 cells. SK-MEL-5 TRPM1 promoter luciferase, 24 h. inhibition, % at 12.5 µM. 330,000 tested, 0.83% active. AID 488899;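 active = mean inhibition across replicates of 60% or more, whatever share of single replicates reaches that level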; also: values of inactives mirror those of a sister screen read the other way
Peg3 promoter: inhibitors of Peg3 promoter; HeLa PEG-Prom luciferase reporter, luminescence, overnight; inhibition, % at 20 µM; 360,000 tested, 1.7% active;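 active = inhibition of at least 50% at 20 µM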
TRAIL sens C8: sensitizes caspase-8 expressing cells to TRAIL; NB7+C8 cells + TRAIL, ATPlite viability luminescence; inhibition (viability loss, TRAIL sensitization), % at 10 µM; 360,000 tested, 1% active;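 active = compounds causing at least 50% loss of cell viability in the single-dose screen, relative to plate controls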
CF NFkB block: cystic fibrosis NF-kB activation inhibition; KKLEB NF-kB-GFP reporter, PAF-induced, GFP fluorescence overnight; inhibition, % at 5 µM; 360,000 tested, 0.86% active; AID 588850;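 active = at least 50% inhibition at 5 µM, scaled per plate between neutral and stimulator controls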;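 also: PAF is a Pseudomonas aeruginosa culture filtrate used as stimulus; plate controls were PAF-stimulated DMSO wells for no effect and unstimulated DMSO wells for full effect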
TROY NFkB inh: blocks TROY-dependent signaling in reporter cells; inhibition, % at 10 µM; Q293 LMP1-TROYcd NF-kB luciferase reporter, 4 h; 360,000 tested, 0.98% active;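 active = compounds whose plate-normalised and pattern-corrected inhibition of the luciferase reporter signal at the single screening dose is 50% or more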
Shn3 inh set2: Schnurri-3 reporter inhibition in Clone20 osteoblasts; AID 588674; 360,000 tested, 0.52% active; Clone20 osteoblast Shn3 3'UTR firefly luciferase, 24 h; inhibition, % at 12.5 µM;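 active = mean inhibition of at least 75% with every replicate also reaching 75%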;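 also: 0% = median of neutral control wells and 100% = pilot-screen positive control compound; some compounds past the cut are filed as inactive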
KKLEB cytotox: reduces viability of KKLEB cystic fibrosis airway cells. KKLEB CF airway cells viability, ATPlite luminescence, overnight; active compounds read low; cells stimulated with P. aeruginosa culture filtrate. activity change (cytotoxicity), % at 5 µM. 360,000 tested, 0.36% active. AID 602141;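 active = corrected activity change at or below -50% at 5 µM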
NR2E3 ag-2: activates human NR2E3 receptor; Q9Y5X4; CHO-S Gal4-NCOR/VP16-NR2E3 two-hybrid, luciferase; inhibition of corepressor binding, % at 3.98 µM; 360,000 tested, 0.35% active; AID 602229;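 active = inhibition above the mean of all tested compounds plus 3 SD, cut at about 70% in these data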;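 also: 0% = DMSO with NR2E3 transfected cells and 100% = cells lacking NR2E3 construct; higher means lower luciferase signal from less NR2E3 corepressor binding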
HIF-2a inh: HIF-2a inhibition; AID 624352; 360,000 tested, 0.72% active; 786-0 RCC cells HIF-2a reporter, luciferase luminescence, overnight; inhibition, % at 18.8 µM;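 active = inhibition of the luminescence signal of 40% or more relative to plate controls, in a single-dose primary screen at 18.75 µM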
* marks the source's active call; other numbers are inactive results. Only part of the results is shown (hit frequency here may not be typical).

What do the screens show for `Cc1c(Cl)cccc1N=C(N)N=C(N)N`?
TWEAK Fn14 block: -2.4; NR2E3 ag-1: 1.1; TRPM1 prom inh: 9.8; Peg3 promoter: 13.1; TRAIL sens C8: 0.3; CF NFkB block: -2.9; TROY NFkB inh: -15.7; Shn3 inh set2: 19.8; KKLEB cytotox: -5.5; NR2E3 ag-2: 1.6; HIF-2a inh: 8.6

Results for Cc1ccc(N2C(=O)c3ccccc3NC2c2ccccc2O)cc1 (stereo not given) ?
TWEAK Fn14 block: -18.9; NR2E3 ag-1: 1.1; Peg3 promoter: -134.9; TRAIL sens C8: 46.4; CF NFkB block: -21.8; TROY NFkB inh: -21.9; Shn3 inh set2: -38.5; KKLEB cytotox: -3.1; NR2E3 ag-2: -207.2; HIF-2a inh: -138.6

How did CC(Oc1ccc2ccc(=O)oc2c1)C(=O)NCC1CCC(C(=O)O)CC1 (stereo not given) do in these assays?
TWEAK Fn14 block: 10.4; NR2E3 ag-1: 0.9; TRPM1 prom inh: 6.4; Peg3 promoter: 6.9; TRAIL sens C8: -2.9; CF NFkB block: 10.2; TROY NFkB inh: -5.8; Shn3 inh set2: 5.8; KKLEB cytotox: -12.1; NR2E3 ag-2: -5.5; HIF-2a inh: 10.9

Results for CC(C)(C)OC(=O)[C@H](Cc1ccccc1)NC(=O)c1ncn2c1c(=O)[nH]c1ccc(Br)cc12 ?
TWEAK Fn14 block: -8.9; Peg3 promoter: 34.8; TRAIL sens C8: 17.8; CF NFkB block: 45.5; TROY NFkB inh: 24.4; Shn3 inh set2: 25.0; KKLEB cytotox: -44.7; NR2E3 ag-2: -3.6; HIF-2a inh: 12.8

How did CN(C)c1ccc(C(CNS(=O)(=O)c2ccc(F)cc2)c2c[nH]c3ccccc23)cc1 (stereo not given) do in these assays?
TWEAK Fn14 block: 9.5; NR2E3 ag-1: -0.8; TRPM1 prom inh: 17.2; Peg3 promoter: 6.2; TRAIL sens C8: 1.0; CF NFkB block: 12.4; TROY NFkB inh: -26.1; Shn3 inh set2: -12.4; KKLEB cytotox: 4.7; NR2E3 ag-2: -4.5; HIF-2a inh: -18.5

Results for [O-][n+]1onc2c1CCc1[nH]c(-c3ccccc3)nc1-2 ?
TWEAK Fn14 block: 32.0; NR2E3 ag-1: 0.3; TRPM1 prom inh: -6.0; Peg3 promoter: -51.3; TRAIL sens C8: 7.7; CF NFkB block: -33.6; TROY NFkB inh: -29.8; Shn3 inh set2: -41.3; KKLEB cytotox: 0.2; NR2E3 ag-2: -3.6; HIF-2a inh: -54.5

How did COc1cc(NS(=O)(=O)c2ccc(OC)c(OC)c2)cc(OC)c1 do in these assays?
TWEAK Fn14 block: 7.5; NR2E3 ag-1: 2.3; TRPM1 prom inh: 4.7; Peg3 promoter: 52.2*; TRAIL sens C8: 2.3; CF NFkB block: 0.2; TROY NFkB inh: -2.0; Shn3 inh set2: 5.2; KKLEB cytotox: 10.8; NR2E3 ag-2: 12.6; HIF-2a inh: 5.0

How did CC(C)(C)C(=O)NC1CC2CCCC(C1)N2C(=O)Nc1ccccc1F (stereo not given) do in these assays?
TWEAK Fn14 block: 7.4; NR2E3 ag-1: -0.6; TRPM1 prom inh: 8.5; Peg3 promoter: 8.5; TRAIL sens C8: -11.7; CF NFkB block: 3.8; TROY NFkB inh: -4.0; Shn3 inh set2: 9.5; KKLEB cytotox: -0.6; NR2E3 ag-2: -3.4; HIF-2a inh: 19.2

How did Cn1nc(C(F)(F)F)c(-c2ccc(F)cc2)c1NC(=O)c1ccco1 do in these assays?
TWEAK Fn14 block: 11.6; NR2E3 ag-1: 0.8; TRPM1 prom inh: 2.3; Peg3 promoter: -12.1; TRAIL sens C8: 7.5; CF NFkB block: 3.8; TROY NFkB inh: 3.9; KKLEB cytotox: 0.5; NR2E3 ag-2: 1.6; HIF-2a inh: 19.5

What do the screens show for `O=C(CCc1ccccc1)N1CCN(c2ccc([N+](=O)[O-])cc2)CC1`?
TWEAK Fn14 block: -13.9; NR2E3 ag-1: 6.2; TRPM1 prom inh: 2.3; Peg3 promoter: -0.9; TRAIL sens C8: -7.0; CF NFkB block: 8.7; TROY NFkB inh: 6.8; Shn3 inh set2: 17.5; KKLEB cytotox: -10.5; NR2E3 ag-2: 9.8; HIF-2a inh: 17.1

How did COc1cc(C(=O)Nc2cc(C)ccc2C)ccc1OCc1c(C)noc1C do in these assays?
TWEAK Fn14 block: -8.9; TRPM1 prom inh: -7.2; Peg3 promoter: -0.5; TRAIL sens C8: -2.1; CF NFkB block: 12.0; TROY NFkB inh: -0.5; Shn3 inh set2: 8.6; KKLEB cytotox: 7.7; NR2E3 ag-2: -11.9; HIF-2a inh: -5.7

How did Cc1ccc2[nH]c(=O)c3cc(C(=O)N(C)C4CCCCC4)sc3c2c1 do in these assays?
TWEAK Fn14 block: -3.1; NR2E3 ag-1: 0.3; TRPM1 prom inh: -30.3; Peg3 promoter: -32.5; TRAIL sens C8: 12.7; CF NFkB block: 2.3; TROY NFkB inh: -26.6; Shn3 inh set2: -2.8; KKLEB cytotox: -16.1; NR2E3 ag-2: -29.2; HIF-2a inh: -51.2

What do the screens show for `COc1ccccc1NS(=O)(=O)c1cccc(-n2c(O)c(C=Nc3ccccc3C(=O)O)c3ccccc3c2=O)c1`?
TWEAK Fn14 block: 43.5; NR2E3 ag-1: 1.3; TRPM1 prom inh: 22.7; Peg3 promoter: 33.9; TRAIL sens C8: -12.8; CF NFkB block: 85.6*; TROY NFkB inh: 38.4; Shn3 inh set2: -28.7; KKLEB cytotox: 15.0; NR2E3 ag-2: -7.7; HIF-2a inh: 26.7

How did O=C(NCc1nnc(SCC(=O)N2CCCc3ccccc32)o1)c1ccccc1F do in these assays?
TWEAK Fn14 block: -11.1; NR2E3 ag-1: 0.4; TRPM1 prom inh: 3.8; Peg3 promoter: 4.5; TRAIL sens C8: -0.2; CF NFkB block: -1.3; TROY NFkB inh: -22.3; Shn3 inh set2: 15.0; KKLEB cytotox: 9.2; NR2E3 ag-2: 8.8; HIF-2a inh: 12.8

Results for CN1CCc2c(OCC(=O)N3CCCc4ccccc43)cccc2C1=O ?
TWEAK Fn14 block: -1.1; NR2E3 ag-1: 0.5; TRPM1 prom inh: -3.9; Peg3 promoter: -14.1; TRAIL sens C8: 7.9; CF NFkB block: 6.1; TROY NFkB inh: 2.7; Shn3 inh set2: 18.1; KKLEB cytotox: 0.2; NR2E3 ag-2: 11.6; HIF-2a inh: 3.4

Results for CCN(CC(=O)Nc1ccccc1C(F)(F)F)CC(=O)c1[nH]c(C)c(C(C)=O)c1C ?
TWEAK Fn14 block: -33.3; Peg3 promoter: 15.0; TRAIL sens C8: 12.0; CF NFkB block: 13.7; TROY NFkB inh: 14.4; Shn3 inh set2: 25.3; KKLEB cytotox: -8.5; NR2E3 ag-2: 39.0; HIF-2a inh: 7.1

Results for Cc1ccc(NC(=O)CN2CCN(c3ccccn3)CC2)cc1S(=O)(=O)N(C)C ?
TWEAK Fn14 block: 29.2; NR2E3 ag-1: -2.7; TRPM1 prom inh: 10.3; Peg3 promoter: 0.1; TRAIL sens C8: 0.6; CF NFkB block: -3.2; TROY NFkB inh: -2.6; Shn3 inh set2: 4.8; KKLEB cytotox: -0.5; NR2E3 ag-2: 22.1; HIF-2a inh: 16.0

How did O=C(Nc1ccccn1)[C@@H]1CCC(=O)N1C(=O)OCc1ccccc1 do in these assays?
TWEAK Fn14 block: 11.0; NR2E3 ag-1: -2.1; TRPM1 prom inh: 3.0; Peg3 promoter: 13.6; TRAIL sens C8: 2.7; CF NFkB block: 9.5; TROY NFkB inh: -12.6; Shn3 inh set2: -6.8; KKLEB cytotox: -1.8; NR2E3 ag-2: 16.5; HIF-2a inh: 6.7

Results for Cc1cc2n(n1)SC(Nc1ccc(F)c(Cl)c1)N2 (stereo not given) ?
TWEAK Fn14 block: 2.1; NR2E3 ag-1: 5.2; TRPM1 prom inh: -34.7; Peg3 promoter: -174.7; TRAIL sens C8: -8.6; CF NFkB block: 23.2; TROY NFkB inh: -9.8; Shn3 inh set2: -9.3; KKLEB cytotox: -2.6; NR2E3 ag-2: -6.9; HIF-2a inh: -146.4

Results for CCOC(=O)N1CCN(c2c(NCc3cccs3)c(=O)c2=O)CC1 ?
TWEAK Fn14 block: 15.7; NR2E3 ag-1: 1.1; TRPM1 prom inh: 9.6; Peg3 promoter: 26.8; TRAIL sens C8: 28.9; CF NFkB block: -12.1; TROY NFkB inh: 7.8; Shn3 inh set2: 3.2; KKLEB cytotox: 12.6; NR2E3 ag-2: -23.5; HIF-2a inh: 13.7

Reprinted from the part before: two entries, followed by the next part.
Results for Cc1cc2n(n1)SC(Nc1ccc(F)c(Cl)c1)N2 (stereo not given) ?
TWEAK Fn14 block: 2.1; NR2E3 ag-1: 5.2; TRPM1 prom inh: -34.7; Peg3 promoter: -174.7; TRAIL sens C8: -8.6; CF NFkB block: 23.2; TROY NFkB inh: -9.8; Shn3 inh set2: -9.3; KKLEB cytotox: -2.6; NR2E3 ag-2: -6.9; HIF-2a inh: -146.4

Results for CCOC(=O)N1CCN(c2c(NCc3cccs3)c(=O)c2=O)CC1 ?
TWEAK Fn14 block: 15.7; NR2E3 ag-1: 1.1; TRPM1 prom inh: 9.6; Peg3 promoter: 26.8; TRAIL sens C8: 28.9; CF NFkB block: -12.1; TROY NFkB inh: 7.8; Shn3 inh set2: 3.2; KKLEB cytotox: 12.6; NR2E3 ag-2: -23.5; HIF-2a inh: 13.7

How did CS(=O)(=O)Nc1ccccc1C(=O)Nc1ccc2c(c1)OCCO2 do in these assays?
TWEAK Fn14 block: 38.9; NR2E3 ag-1: -2.4; TRPM1 prom inh: -4.4; Peg3 promoter: -38.0; TRAIL sens C8: 4.2; CF NFkB block: -3.3; TROY NFkB inh: 11.1; Shn3 inh set2: 11.6; KKLEB cytotox: -2.9; NR2E3 ag-2: -18.2; HIF-2a inh: -16.0

Results for CCOc1cc(N2CCOCC2)c(OCC)cc1NC(=O)COc1ccccc1[N+](=O)[O-] ?
TWEAK Fn14 block: 7.1; NR2E3 ag-1: 2.6; TRPM1 prom inh: -1.0; Peg3 promoter: 20.3; TRAIL sens C8: 28.6; CF NFkB block: 9.9; TROY NFkB inh: 25.2; Shn3 inh set2: 1.4; KKLEB cytotox: -17.4; NR2E3 ag-2: -10.7; HIF-2a inh: 10.0

How did COc1ccc(-c2noc(CNC(=O)c3ccoc3C)n2)cc1OC do in these assays?
TWEAK Fn14 block: -8.0; NR2E3 ag-1: -1.4; TRPM1 prom inh: 1.8; Peg3 promoter: -7.1; TRAIL sens C8: 1.1; CF NFkB block: -9.5; TROY NFkB inh: 12.6; Shn3 inh set2: 6.1; KKLEB cytotox: 8.3; NR2E3 ag-2: -31.5; HIF-2a inh: 15.2

What do the screens show for `CC(C)N(C(=O)CSc1nnc(Cc2ccc3c(c2)OCO3)n1C)C(C)C`?
TWEAK Fn14 block: 0.6; NR2E3 ag-1: 0.8; TRPM1 prom inh: 9.2; Peg3 promoter: 15.2; TRAIL sens C8: -0.1; CF NFkB block: -3.8; TROY NFkB inh: -1.0; Shn3 inh set2: -1.1; KKLEB cytotox: -6.0; NR2E3 ag-2: -4.0; HIF-2a inh: 23.7
